Assay outcomes (PubChem BioAssay)
Myeloid diff MLP = compounds promoting myeloid differentiation | ER-HoxA9 myeloid progenitors, lysozyme-GFP differentiation, flow cytometry | calls only at 10 µM | actives 1% (n = 360,000) | AID 624256;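 active = normalized GFP-positive differentiation at or above the plate's own cutoff, the solvent-only control mean plus 3 SD; inconclusive = no clear call, values can overlap the other calls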;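 also: cells exposed to compound for four days before flow analysis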
KOR beta-arrestin-1 = kappa opioid receptor activators – cell-based, luminescence, uHTS, primary screen (AID 1777). KOR beta-arrestin recruitment, luminescence; higher % means a stronger effect. activation, % at 10 µM; hits with a dose series show EC50 in µM. actives 0.02% (n = 280,000); in the data active = activation above about 50%, passing the limit was not always enough; also: a part of the inactive calls stands beside numbers as strong as those of hits
KOR beta-arrestin-2 = KOR antagonists, beta-arrestin recruitment, cell-based, luminescence, uHTS (AID 1778); KOR beta-arrestin recruitment, luminescence, antagonist mode; higher % means a stronger effect; inhibition, % at 10 µM, or IC50 in µM where a hit was titrated; actives 0.091% (n = 290,000); also: strong numbers were not always called active
Salmonella PhoP GFP = PhoP-dependent GFP reporter repression – Salmonella Typhimurium, primary screen (AID 1863) | inhibition, % at 50 µM; hits with a dose series show IC50 in µM | actives 0.16% (n = 300,000) | S. Typhimurium PhoP-regulated promoter GFP reporter, 4 h; higher % means a stronger effect;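 active = inhibition over 29.93%, a cutoff 3 SD above the screen mean, later confirmed by dose response; inconclusive = inhibition over 29.93% but no dose response follow-up; inactive = inhibition at most 29.93% or unconfirmed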;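 also: 0% = low Mg2+ inducing control and 100% = high Mg2+ repressing control; strong numbers were not always called active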
NOD2 inhibition = inhibition of NOD2-driven NF-kB reporter – cell-based, luminescence, uHTS, HEK293 (AID 1566). HEK293 NOD2/NF-kB luciferase reporter, luminescence; higher % means a stronger effect. inhibition, % at 4 µM, or EC50 in µM where a hit was titrated. actives 0.63% (n = 290,000); also: many of its hits are not listed in these tables
SIAH1 antagonists = blockers of Siah-1 interaction with plectin peptide – biochemical, fluorescence polarization, rhodamine-plectin, uHTS, primary screen (AID 1817) | Siah-1 / rhodamine-plectin peptide fluorescence polarization; higher % means a stronger effect | displacement, % at 20 µM, or IC50 in µM where a hit was titrated | actives 0.02% (n = 290,000);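 active = displacement of at least 50% at 20 µM, with a fluorescence ratio check between 0.3 and a set limit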;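 also: plate controls were Siah plus tracer with DMSO for no effect and tracer alone without Siah for full effect; strong numbers were not always called active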
LYP inhibition = inhibitors of LYP phosphatase, biochemical, fluorescence intensity, uHTS (AID 1779) | recombinant LYP phosphatase, fluorescence intensity; higher % means a stronger effect | one-dose inhibition, % at 11.5 µM; IC50 in µM for titrated hits | actives 0.054% (n = 290,000);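 also: plate controls were vehicle with enzyme for no effect and no enzyme for full effect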
HIV peptide binding = inhibitors of HIV fusion peptide binding, primary screen, biochemical, uHTS, fluorescence dequenching (AID 1986); inhibition, % at 20 µM; hits with a dose series show IC50 in µM; cell-free peptide binding, fluorescence dequenching, 30 min; higher % means a stronger effect; actives 0.3% (n = 290,000); in the data active = inhibition mostly above about 52%, no sharp cut-off; inactive = mostly below about 76%; also: some results filed as inactive read as strong as hits
NOD1 inhibition = inhibition of NOD1-driven NF-kB reporter – cell-based, luminescence, uHTS, primary screen (AID 1578). NOD1-driven NF-kB luciferase reporter cells, luminescence; higher % means a stronger effect. inhibition, % at 4 µM, or EC50 in µM where a hit was titrated. actives 1% (n = 290,000); in the data active = inhibition mostly above about 36%, no sharp cut-off; inactive = mostly below about 34%;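 also: HEK-293T reporter cells stimulated with the NOD1 agonist gamma-tri-DAP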
Myeloid diff MLP GFP+ MAC1+ % = second read-out of Myeloid diff MLP, no call of its own (marks repeat the call); GFP+ MAC1+ double positive, %; measured here: differentiation confirmed by MAC1 staining
Active calls of the source: *; i = inactive; ? = inconclusive; . = not tested or not shown; [ ] = remark or other dose. Rule as the data show it, unless noted: active = inhibition above about 50%; inactive = the rest.

SMILES | Myeloid diff MLP | Myeloid diff MLP GFP+ MAC1+ % | KOR beta-arrestin-1 | KOR beta-arrestin-2 | Salmonella PhoP GFP | NOD2 inhibition | SIAH1 antagonists | LYP inhibition | HIV peptide binding | NOD1 inhibition
CN(C)c1oc(-c2ccc(OCc3ccc(Cl)cc3)cc2)nc1C#N | i | 6.1 | . | 14.1% | -3.6% | 6.6% | 3.2% | -4.8% | -2.5% | -39.1%
c1csc(CNCc2ccncc2)c1 | i | 0.5 | -0.6% | -2.6% | -5.1% | 3.5% | 2.0% | -2.5% | 2.5% | -22.3%
CC(C)(C)NC(=O)CN(C(=O)CCC(=O)Nc1nccs1)c1cccc(C(F)(F)F)c1 | i | 0.4 | -2.9% | -32.6%[20 µM] | -2.3% | 19.9% | 14.6% | -10.3% | -0.2% | -11.7%
CC(=O)NC(Cc1cc(C)ccc1C)C(=O)N1CCN(C(=O)c2ccc(Br)cc2)CC1 (stereo not drawn) | i | 0.1 | . | -47.1%[20 µM] | 2.7% | -0.8% | -3.0% | -1.9% | -0.2% | -13.9%
CCNC(=O)NC(=O)C(C)OC(=O)c1oc2ccc(OC)cc2c1C (stereo not drawn) | i | 1.6 | 1.7% | 7.0% | -11.5% | 0.1% | -1.5% | -5.6% | 2.6% | 25.1%
CCOC(=O)c1cccc(NC(=O)C2(S(=O)(=O)c3ccc(Cl)cc3)CC2)c1 | i | 0.9 | 3.0% | -10.2% | 7.5% | 15.4% | 22.8% | 0.4% | -2.3% | -5.6%
COc1ccc(NC(=O)Nc2nnc(N3CCCCC3C)s2)cc1OC (stereo not drawn) | i | 1.9 | -1.7% | -4.1% | 1.3% | 2.2% | -8.1% | -5.1% | -0.8% | -11.2%
CCCNC(=O)CN(Cc1ccco1)S(=O)(=O)c1ccc(OCC)cc1 | i | 0.7 | 3.5% | -15.8% | -7.7% | 16.3% | -3.0% | -2.3% | -2.7% | -5.8%
O=C(NCCc1ccco1)C(=O)NCC1OCCCN1S(=O)(=O)c1ccc(Cl)cc1 (stereo not drawn) | i | 2.5 | -1.3% | 3.5% | 6.5% | 6.5% | 8.8% | -10.4% | 2.3% | -17.6%
COc1ccc(C2C(C#N)=C(N)N(c3sc4c(c3C#N)CCCC4)C3=C2C(=O)CC(C)(C)C3)cc1OC (stereo not drawn) | i | 0.9 | -11.7% | -6.2% | -16.4% | -1.9% | 2.7% | 8.8% | 2.0% | 0.4%
Nc1ccc2nc(SCc3cccc(F)c3)sc2c1 | i | 0.8 | 1.0% | -29.5% | 1.3% | -72.9% | 0.1% | 2.3% | -3.6% | -38.9%
CCOc1ccc(N(CC(=O)NCc2ccc3c(c2)OCO3)C(=O)c2csnn2)cc1 | i | 2.7 | 0.2% | -24.6% | -3.5% | -0.5% | 4.4% | -6.1% | 1.3% | 13.4%
CCc1ccc(C(=O)NNc2ccc(F)cc2F)cc1 | i | 0.1 | -1.5% | 11.8% | -9.2% | -22.4% | 3.3% | -4.3% | 0.2% | 0.9%
CC(C)CNC(=O)COC(=O)C1c2ccccc2Oc2ccccc21 | i | 1.0 | -1.1% | -28.2% | 0.1% | -6.3% | -2.4% | -4.1% | -0.8% | -3.2%
CN(C)CCNC(=O)c1cccc(S(=O)(=O)Nc2ccc(F)cc2)c1 | i | 0.3 | -5.5% | 22.4% | -6.2% | 2.3% | -1.6% | -5.9% | -1.4% | -10.3%
COc1cccc(N2CCN(C(=S)Nc3cccc(C)c3)CC2)c1 | i | 0.6 | 3.5% | -37.4% | -1.9% | 16.0% | 3.1% | -5.0% | -0.3% | 6.5%
CC1CC(C(F)(F)F)n2ncnc2N1 (stereo not drawn) | i | 0.9 | 1.2% | 17.6% | 6.5% | -5.0% | 1.9% | -3.0% | -0.8% | -5.0%
Cc1nccn1S(=O)(=O)c1cc([N+](=O)[O-])ccc1Cl | i | 0.2 | 1.4% | 22.0% | -6.8% | 16.0% | 0.8% | -15.5% | 1.0% | -12.3%
O=C(O)c1ccc(N/N=C/c2ccc3nccnc3c2)cc1 | i | 0.2 | -0.5% | 4.8% | -9.3% | . | -4.4% | -3.8% | 0.8% | .
Cc1ccc(N2C(=O)C(F)(F)C2c2ccccc2)cc1 (stereo not drawn) | i | 0.5 | 3.0% | 12.0% | 8.1% | 12.7% | 0.9% | -4.7% | -3.3% | 44.6%

Limited to Salmonella PhoP GFP, NOD2 inhibition and Myeloid diff MLP, for 3 of the compounds above:
canonical_smiles,Salmonella PhoP GFP,NOD2 inhibition,Myeloid diff MLP
CCNC(=O)NC(=O)C(C)OC(=O)c1oc2ccc(OC)cc2c1C (stereo not drawn),-11.5%,0.1%,i
CCOC(=O)c1cccc(NC(=O)C2(S(=O)(=O)c3ccc(Cl)cc3)CC2)c1,7.5%,15.4%,i
COc1ccc(NC(=O)Nc2nnc(N3CCCCC3C)s2)cc1OC (stereo not drawn),1.3%,2.2%,i

Other results
SMILES | Myeloid diff MLP | Myeloid diff MLP GFP+ MAC1+ % | KOR beta-arrestin-1 | KOR beta-arrestin-2 | Salmonella PhoP GFP | NOD2 inhibition | SIAH1 antagonists | LYP inhibition | HIV peptide binding | NOD1 inhibition
O=C(CNC(=O)c1cccc(OC(F)F)c1)OCn1nnc2ccccc2c1=O | i | 0.4 | -2.0% | -58.2% | -10.6% | 3.3% | 4.5% | -5.7% | -1.1% | -16.2%
CC(=O)Nc1sc(C)c(C)c1C(=O)OCC(=O)Nc1cc(S(=O)(=O)N2CCCCC2)ccc1Cl | i | 1.3 | 6.3% | -3.9% | 8.9% | 28.3% | -5.5% | 0.1% | 2.3% | -10.0%
COc1ccc(CCNC(=O)CCc2ccc(S(=O)(=O)NCC(C)C)cc2)cc1 | i | 0.1 | 1.3% | -7.6% | -5.6% | 13.2% | 3.1% | -6.3% | 2.3% | -25.6%
COc1ccccc1NC(=O)Cc1noc(CN(C)Cc2cccs2)n1 | i | 1.3 | 2.6% | -43.2% | 2.1% | 27.9% | 0.6% | -17.2% | 2.2% | 6.5%
CC(=O)c1c(C(=O)O)c2ccccc2[nH]c1=O | i | 0.8 | 1.3% | -20.2% | -3.7% | -5.4% | 1.2% | -2.5% | -0.1% | -6.2%
CC1(C)CC(=O)C2=C(C1)Nc1ccccc1NC2c1cccs1 (stereo not drawn) | i | 0.0 | . | -38.3%[20 µM] | -12.2% | 11.1% | 6.4% | -1.0% | -1.2% | -24.3%
CCC(Oc1ccccc1C)C(=O)N1CCCN(C)CC1 (stereo not drawn) | i | 0.0 | 2.2% | -35.8% | 3.6% | -0.5% | 5.3% | -8.2% | 1.8% | -32.6%
CN(C)S(=O)(=O)c1cccc(N=C2NN=C(c3ccccc3)CS2)c1 | . | . | -5.6% | 4.3% | 17.6% | 3.9% | 0.1% | 2.4% | 2.2% | 26.1%
CCc1cc2c(=O)c(-c3ccc4c(c3)OCCO4)coc2cc1OS(C)(=O)=O | i | 0.9 | 1.1% | 25.5% | -9.5% | -45.8% | 5.0% | -4.1% | -0.4% | -38.3%
Oc1ccccc1Nc1nc(NCC2CCCO2)c2ccccc2n1 (stereo not drawn) | i | 0.5 | -4.8% | 0.9% | 13.1% | 12.7% | -1.1% | -3.3% | -1.8% | 14.7%
Cc1ccc(C(=O)OCC(=O)NCc2cccs2)cc1 | i | 0.5 | -4.5% | -1.2% | 5.4% | 0.5% | 4.7% | -2.2% | -0.8% | -18.4%
Cc1nc2ccccc2nc(C)c1=NOCc1ccccc1Cl | i | 0.2 | -3.6% | 17.7% | 0.4% | -4.6% | -1.0% | -5.5% | 0.5% | -12.6%
COc1ccc(-c2cc(=O)oc3cc(OCC(C)=O)ccc23)cc1 | i | 0.7 | 1.0% | -40.0% | -8.3% | -11.8% | -0.9% | 1.9% | 1.2% | -12.9%
CCOC(=O)c1c(C)[nH]c(C)c1C(=O)CSc1nnc(-c2ccncc2)n1C | i | 0.4 | 0.5% | 14.0% | -3.8% | -19.9% | 1.3% | -8.7% | 32.8% | -16.3%
Cc1ccc(S(=O)(=O)N(CC(=O)NCc2ccco2)Cc2ccccc2F)cc1 | i | 0.9 | 3.9% | 2.5% | 8.4% | -20.7% | 11.4% | 1.6% | 1.1% | -27.6%
Cc1cc(C)nc(NC(=O)Cc2cccs2)n1 | i | 1.1 | -2.7% | -7.2% | 33.2% | 10.9% | 8.4% | -14.9% | 0.1% | -1.6%
NC12CC3CC(C1)CC(O)(C3)C2 | i | 10.2 | -8.2% | 9.1% | 8.9% | -0.2% | 3.4% | -6.7% | -2.0% | -26.1%
COc1ccc(N2C(=O)CSC2c2ccc3c(c2)OCO3)cc1 (stereo not drawn) | i | 0.9 | -4.6% | -1.7% | -1.6% | 12.0% | 0.8% | -0.1% | 0.2% | -33.0%
Cc1cc(C(=O)N2CCOCC2)n(-c2ccccc2)n1 | i | 2.6 | 4.5% | 49.3% | 6.8% | 0.5% | -6.7% | -3.3% | -3.4% | 12.6%
COc1ccc(S(=O)(=O)Cc2ccc(C(=O)N3CCN(C(=O)c4ccco4)CC3)o2)cc1 | i | 2.2 | 2.7% | -5.5% | 6.4% | 3.4% | 3.7% | -10.3% | -2.4% | -12.3%
COc1ccc(N2CCN(C(=O)c3ccc4c(c3)NC(=O)C(CSCc3c(F)cccc3Cl)N4)CC2)cc1 (stereo not drawn) | . | . | -1.3% | -24.3% | 1.3% | 12.0% | 2.0% | -1.2% | 5.0% | 14.0%
N/C(=N\c1nc2c(c(=O)[nH]1)CCCC2)Nc1ccccc1Sc1ccccc1 | i | 5.3 | 0.7% | -37.5% | 3.2% | -14.9% | -0.4% | -5.3% | 1.9% | -20.2%
CN(Cc1ccccc1)C(=O)C1CCCN(c2ncnc3c2nc2n3CCCCC2)C1 (stereo not drawn) | ? | . | 1.4% | -24.9% | 1.3% | 36.8% | -2.1% | -6.5% | -1.0% | -3.8%
CC1=NN(S(=O)(=O)c2ccc(C)cc2)C(=O)c2ccccc2O1 | i | 0.6 | -1.3% | 8.2% | -7.9% | 10.4% | 6.9% | -6.5% | 1.0% | 0.5%
CN(C)S(=O)(=O)c1cccc(NC(=O)C2Cc3ccccc3CN2C(=O)c2ccco2)c1 (stereo not drawn) | i | 3.4 | -3.5% | -14.5% | 5.5% | 5.3% | -2.5% | -4.5% | 5.3% | -1.9%
COc1ccc(/C=N/N(Cc2ccccc2)c2ccccc2)cc1O | i | 0.8 | -5.2% | 1.4% | -5.3% | -15.8% | -5.2% | 3.5% | -2.5% | -36.2%
COc1cc2c(cc1OC)C(C)N(C(=O)C1COc3ccccc3O1)CC2 (stereo not drawn) | i | 0.3 | -2.2% | 10.2% | -3.5% | 16.3% | -1.2% | -0.8% | 2.1% | -22.1%
O=C(Nc1c2c(nn1-c1ccc(F)cc1)CS(=O)(=O)C2)c1ccc2c(c1)OCO2 | i | 0.6 | -0.7% | -2.1% | -6.8% | 5.0% | -2.7% | -10.9% | 0.4% | -28.2%

Not all compounds are listed; count on the stated rates, not on these rows.
